Caspase-1 inhib: qHTS Assay for Allosteric/Competitive Inhibitors of Caspase-1; P29466; Caspase-1 enzyme, Ac-WEHD-AFC fluorogenic rate; Potency, µM (doses to about 57.5 µM), inactives show at the highest dose activity change, negative = inhibition, hits mostly inhibitors; 75,000 compounds, 0.03% hits;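 further: potency means the concentration at half of the fitted maximal effect; plate controls were vehicle for no effect and no substrate for full effect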
Tau fil binding: qHTS Assay for Tau Filament Binding; Potency, µM (top dose mostly 57.1 µM), for the others: at the highest dose activity change, negative = inhibition; AID 596, 2007; Microtubule-associated protein tau (Homo sapiens), P10636; recombinant tau filaments, thioflavin S fluorescence, 15 h; filaments grown with octadecylsulfate alongside compound; 71,000 compounds, 2% hits;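 further: potency means the concentration at half of the fitted maximal effect; on the % scale 0 is the no-effect control and ±100 the full control effect; actives lower thioflavin S fluorescence by blocking filaments or displacing dye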
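Recombinant tau protein (human, 1 uM final) plus 30 uM ODS in HEPES pH 7.4 with NaCl, DTT and thioflavine S. Compound present from the start; fluorescence at 510 nm after 15 h, 37 C.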
Casp7 inh: qHTS Assay for Allosteric/Competitive Inhibitors of Caspase-7 | 75,000 compounds, 0.02% hits | recombinant caspase-7, Ac-DEVD-AFC fluorescence rate | P55210 | Potency, µM (top dose mostly 57.5 µM), for inactives: at the top dose activity change, negative = inhibition, actives largely listed as inhibitors; active means well fitted inhibition curve with a large enough effect in the main read-out, with a control signal flat, not every such curve was filed as active; inconclusive means small, poorly fitted or top-dose-only effect, or a change in a side signal; further: potency means the concentration at half of the fitted maximal effect; % of control where 0% means no effect
TexasRed autofl: qHTS Assay for Spectroscopic Profiling in Texas Red Spectral Region; max dye-equivalent concentration, M; 59,000 compounds, 0.06% hits; Compound fluorescence, Texas Red channel, 547/618 nm; hits give high values; in the data active means max dye-equivalent concentration above about 10 nM; inconclusive means between about 1.1 nM and that limit
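Spectral interference profiling: each compound concentration's relative fluorescence, read with a 547 nm excitation and 618 nm emission filter pair, was normalized to a per-plate Texas Red standard curve.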
Rhodamine fluor: qHTS Assay for Spectroscopic Profiling in Rhodamine Spectral Region; 59,000 compounds, 0.05% hits; max dye-equivalent concentration, M; Rhodamine-region fluorescence, 547/598 nm, Tris buffer; hits give high values; in the data active means max dye-equivalent concentration above about 11 nM; inconclusive means between about 1.1 nM and that limit
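Steps: pin-transfer compounds into pH 8.0 Tris (100 mM), hold 15 min at room temperature, image with a 547/598 nm filter pair, and convert intensities to rhodamine-equivalent concentration using a six-point on-plate rhodamine series.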
FLuc inh: qHTS Assay for Inhibitors of Firefly Luciferase; Luciferin 4-monooxygenase (Photinus pyralis), P08659; purified firefly luciferase, luminescence, 8 min; Potency, µM (top dose mostly 57.1 µM), without a hit: at the top dose activity change, negative = inhibition, actives largely listed as inhibitors; 72,000 compounds, 2.2% hits; further: potency means the concentration at half of the fitted maximal effect; on the % scale 0 is the no-effect control and ±100 the full control effect; nearly all actives have a fitted effect of over 40% in size
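Inhibition of light generation by firefly luciferase from ATP and luciferin was profiled with concentration-response curves per sample, ATP held at 10 uM within the enzyme's linear range. Plates were read by luminescence after an 8-minute ambient incubation.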
USP2a inh: qHTS Assay for Inhibitors of Ubiquitin-specific Protease USP2a. Ubiquitin carboxyl-terminal hydrolase 2 (Homo sapiens), O75604. Potency, µM (highest dose often 38.3 µM), without a hit: at the highest dose activity change, negative = inhibition, usual class: inhibitors. USP2a enzymatic assay, qHTS inhibition. 60,000 compounds, 0.1% hits;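 further: potency means the concentration at half of the fitted maximal effect; nearly all actives have a fitted effect of over 60% in size; plate controls were DMSO for no effect and NEM full inhibition control for full effect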
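20 nM USP2 core + cpd, 30 min RT; add 20 nM Ub-PLA2/20 uM NBD C6-HPC; read Ex460/Em535 at 0 h and 2.5 h. Normalized to NEM; qHTS curve fit/classification.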
HADH2 inhib: qHTS Assay for Inhibitors of HADH2 (Hydroxyacyl-Coenzyme A Dehydrogenase, Type II); 3-hydroxyacyl-CoA dehydrogenase type-2 (Homo sapiens), Q99714; recombinant HADH2, NADH fluorescence, beta-hydroxybutyryl-CoA; Potency, µM (series often up to 57.1 µM), without a hit: at the top dose activity change, negative = inhibition, hits mostly inhibitors; 73,000 compounds, 3.4% hits; AID 886, 2007; further: potency means the concentration at half of the fitted maximal effect; on the % scale 0 is the no-effect control and ±100 the full control effect; nearly all actives have a fitted effect of over 60% in size; many of its hits are not listed in these tables
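Read-out: 360 nm excitation, 450 nm emission, kinetic over 4 min. Conditions: His-tagged human HADH2 20 nM, pH 9.0 Tris with Tween-20, 1 mM NAD+, 90 uM beta-hydroxybutyryl-CoA.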
Fluorescein autfl: qHTS Assay for Spectroscopic Profiling in Fluorescein Spectral Region; max fluorescein-equivalent concentration, M; 59,000 compounds, 0.91% hits; Compound autofluorescence, 480/540 nm, fluorescein-equivalent; hits give high values; in the data active means max fluorescein-equivalent concentration above about 10 nM; inconclusive means between about 1.1 nM and that limit
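In this qHTS profile, compound fluorescence was measured with a 480 nm/540 nm filter pair following a 15-min room-temperature incubation in 100 mM Tris (pH 8.0). A six-point fluorescein series on each plate served for normalization.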
ERK AVP block: qHTS Assay for Inhibitors of the ERK Signaling Pathway using a Homogeneous Screening Assay | Potency, µM (titrated, usually from 57.5 µM), without a hit: at the top dose activity, negative = inhibition, usual class: inhibitors | 72,000 compounds, 0.99% hits | HEK293-V1b, vasopressin-stimulated pERK AlphaScreen | AID 995, 2007; further: potency means the concentration at half of the fitted maximal effect; on the % scale 0 is the no-effect control and ±100 the full control effect; nearly all actives have a fitted effect of over 55% in size
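Phosphorylated ERK1/2 detected via AlphaScreen bead proximity in lysates of V1b-expressing HEK293 cells given 25 nM vasopressin for 5 min after 30 min compound exposure (37 °C). AC50 from Hill equation; basal DMSO 0%, vasopressin 100%.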
HEK293 cAMP cs: qHTS Assay for Agonists of the Thyroid Stimulating Hormone Receptor: Activators of Intracellular cAMP Concentrations in Parental HEK 293 | AID 938, 2007 | Potency, µM (highest dose often 57.1 µM), for inactives: top-dose activation, usual class: activators | parental HEK293 CNG cAMP sensor, membrane potential fluorescence | 73,000 compounds, 2.5% hits; further: potency means the concentration at half of the fitted maximal effect; % of control where 0% means no effect; nearly all actives have a fitted effect of over 55% in size
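Counterscreen for endogenous-receptor signalling: CNG-channel HEK 293 cells report cAMP rise by membrane depolarization. After 60 min dye equilibration with 100 uM RO 20-1724, compounds incubated 30 min before bottom-read fluorescence at 590 nm.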
Numbers without * were called inactive; i = inactive; ? = inconclusive; . = no result given; & = joins results of further samples; [ ] = another dose, or the depositor's remark. Unless noted, the call rests on the fitted dose curve; in most records, active means well fitted curve in the direction sought with a large enough effect; inconclusive means small, poorly fitted or top-dose-only effect, or another doubt; inactive means no such curve, though single readings can be large; an effect the other way counts as inactive or inconclusive. A portion of the library; the hit share may differ from the screen's.

SMILES	Caspase-1 inhib	Tau fil binding	Casp7 inh	TexasRed autofl	Rhodamine fluor	FLuc inh	USP2a inh	HADH2 inhib	Fluorescein autfl	ERK AVP block	HEK293 cAMP cs
N=C1N=C(N)c2cc3ccccc3cc21	?	2.5µM*	?	.	.	.	.	?	.	5%	-1%
CCOC(=O)Cn1c(=O)oc2cc(S(=O)(=O)NCc3ccccn3)ccc21	-2%	-16%	0%	.	.	4%	.	7%	.	.	6%
CCC(C)NS(=O)(=O)c1ccc(NS(C)(=O)=O)cc1 (configuration not stated)	0%	-7%	-3%	i	i	0%	-3%	-4%	?	-14%	6%
O=C(NCc1ccco1)C(c1cccs1)N(Cc1ccccc1)C(=O)Cn1nnc2ccccc21 (configuration not stated)	-5%	14%	-4%	i	i	-1%	18%	7%	i	-9%	10µM*
COC(=O)[C@@H]1CC[C@H](C)[C@@H](c2ccc(C)cc2)N1C(=O)c1ccc(/C=N\O[C@@H](C)c2cn([C@H](CO)Cc3ccccc3)nn2)cc1	3%&0%[11.5 µM]	.	0%&-2%[11.5 µM]	.	.	1%&1%[11.4 µM]	.	13%&2%[11.4 µM]	.	0%&18%[11.5 µM]	5%&10%[11.4 µM]
COc1ccc(CNc2nc(-c3cccnc3)nn2C(=O)c2cccs2)cc1	-6%	5%	-6%	i	i	0%	10%	?	i	2%	20%
Cc1cccc2cc3c(N)c(C#N)sc3nc12	-8%	5%	-7%	i	i	-1%	147%[activator]	?	?	-2%	-22%
Cc1ccc(S(=O)(=O)NC(CC(=O)O)c2ccccc2)c(C)c1 (configuration not stated)	0%	-26%	1%	i	i	3%	-6%	4%	?	5%	8%
COc1ccc(C2N3CC4(C)CN2CC(C)(C3)C4)cc1OC (configuration not stated)	0%	-11%	-1%	i	i	-1%	-2%	7%	i	-16%	-9%
CCOCCCNc1nc(=S)[nH]c2cc(OC)c(OC)cc12	-1%	5%	0%	i	i	2%	3%	-8%	i	7%	13%
O=C1CSC(c2cccs2)N1c1ccccc1 (configuration not stated)	-2%	-5%	8%	i	i	4%	-9%	-7%	?	2%	-2%
Cc1nn(-c2ccccc2)c2c1C(c1ccco1)C(C#N)=C(N)O2 (configuration not stated)	5%	-10%	-3%	?	i	-15%	-2%	-15%	i	-19%	-5%
CCN1CCN(Cc2c(O)ccc3c(=O)c(-c4ccccc4OC)coc23)CC1	-7%	-1%	-6%	i	i	0%	4%	?	i	8%	0%
CCCCOC(=O)Cn1cnc2ccc(Br)cc2c1=O	-1%	7%	-3%	i	i	2%	6%	-6%	i	12%	6%
CN(C)S(=O)(=O)N1CCN(CC(O)COc2ccc3cc(Br)ccc3c2)CC1 (configuration not stated)	-2%	124%	-4%	i	i	-5%	38%[activator]	-7%	?	?	-1%

(next part)
SMILES	Caspase-1 inhib	Tau fil binding	Casp7 inh	TexasRed autofl	Rhodamine fluor	FLuc inh	USP2a inh	HADH2 inhib	Fluorescein autfl	ERK AVP block	HEK293 cAMP cs
N#C/C(=C(\O)C(=O)O)c1ccc(-c2cccc3ccccc23)cc1	-1%[11.5 µM]	-5%[11.4 µM]	3%[11.5 µM]	i	i	1%[11.4 µM]	.	2%[11.4 µM]	i	3%[11.5 µM]	9%[11.4 µM]
O=C1CC(c2ccc3c(c2)OCO3)Sc2nc3ccccc3n21 (configuration not stated)	-10%	1%	-6%	i	i	4µM*	16%	-11%	i	20%	?
O=c1[nH]c(SCc2ccccc2[N+](=O)[O-])nc2nc[nH]c12	2%&-1%[11.5 µM]	0%[11.4 µM]	3%&1%[11.5 µM]	i	i	-1%[11.4 µM]	.	-4%[11.4 µM]	i	?	-1%[11.4 µM]
CCCCS(=O)CC(CS(=O)CCCC)OC(=O)c1ccccc1 (configuration not stated)	-2%	2%	-1%	.	.	3%	5%	11%	.	-3%	5%
Cc1c(C(=O)O)oc2c1C(O)CC(C)(C)C2 (configuration not stated)	-1%	-5%	-1%	i	i	4%	0%	-3%	?	-14%	7%
CC1CCC(NC(=O)CN2C(=O)C3CCCN3c3ncc(Cl)cc32)CC1 (configuration not stated)	?	27%	?	?	i	-8%	32%[activator]	-1%	i	3%	24%
CC1CN(S(=O)(=O)c2cn(C)c(=O)n(C)c2=O)CC(C)O1 (configuration not stated)	-3%	3%	-8%	.	.	-1%	.	-1%	.	.	23%
O=C(c1ccccc1Cl)N1CCCC(c2nc3c(nnn3Cc3ccccc3)c(=O)[nH]2)C1 (configuration not stated)	1%	6%	0%	?	i	-2%	33%[activator]	-5%	?	-10%	3%
Cc1ccc2c(c1)-c1c(cnn1CC(=O)N(CCC#N)c1ccccc1)CO2	0%	1%	-2%	.	.	2%	.	8%	.	-6%	7%
COc1ccc(C(N)CCc2ccc(C)o2)cc1 (configuration not stated)	-1%	-30%	-2%	i	i	1%	-2%	2%	i	4%	-3%
CCCN(CCC)C(=O)c1ccc2c(c1)N(Cc1ccccc1)C(=O)CS2=O (configuration not stated)	-1%	10%	1%	.	.	1%	.	-6%	.	7%	1%
CCCCN(c1ccccc1)S(=O)(=O)c1ccc2c(c1)CCN2C(=O)CCC(=O)O	2%	-3%	-2%	i	i	0%	0%	0%	i	1%	21%
O=C(NCC1CCCO1)c1cc2ccccc2[nH]1 (configuration not stated)	2%	-3%	-4%	i	i	-11%	-5%	?	i	0%	-1%
CS(=O)(=O)N1CCC2(CC1)CN(Cc1ccc(C#N)cc1)C2	-2%	-12%	1%	i	i	1%[11.4 µM]	-1%	-1%	i	2%	-5%
CN1CCN(CC(C)(C)NS(=O)(=O)c2ccc(Cl)cc2)CC1	-2%	-5%	9%	i	i	2%	1%	28%	?	6%	11%

Next part:
SMILES	Caspase-1 inhib	Tau fil binding	Casp7 inh	TexasRed autofl	Rhodamine fluor	FLuc inh	USP2a inh	HADH2 inhib	Fluorescein autfl	ERK AVP block	HEK293 cAMP cs
Cn1c(N)c(C(=O)COC(=O)Cn2cc(C(F)(F)F)ccc2=O)c(=O)n(C)c1=O	0%	3%	1%	i	i	2%	1%	7%	i	-9%	-6%
CC(OC(=O)c1cccs1)C(=O)NCC1CCCO1 (configuration not stated)	3%	0%	-1%	?	i	-15%	6%	-2%	i	-7%	-2%
CC1(C)Cc2nc3n[nH]c(N)c3cc2CO1	-7%	-6%	-9%	i	i	0%	0%	-5%	i	-14%	1%
O=C(Oc1ccccc1)c1ccc(COC(=O)c2cnccn2)cc1	0%	8%	0%	?	i	-11%	10%	11%	i	-4%	-3%

Grouped by structure: those above with a halogen
SMILES	Caspase-1 inhib	Tau fil binding	Casp7 inh	TexasRed autofl	Rhodamine fluor	FLuc inh	USP2a inh	HADH2 inhib	Fluorescein autfl	ERK AVP block	HEK293 cAMP cs
CCCCOC(=O)Cn1cnc2ccc(Br)cc2c1=O	-1%	7%	-3%	i	i	2%	6%	-6%	i	12%	6%
CN(C)S(=O)(=O)N1CCN(CC(O)COc2ccc3cc(Br)ccc3c2)CC1 (configuration not stated)	-2%	124%	-4%	i	i	-5%	38%[activator]	-7%	?	?	-1%
CC1CCC(NC(=O)CN2C(=O)C3CCCN3c3ncc(Cl)cc32)CC1 (configuration not stated)	?	27%	?	?	i	-8%	32%[activator]	-1%	i	3%	24%
O=C(c1ccccc1Cl)N1CCCC(c2nc3c(nnn3Cc3ccccc3)c(=O)[nH]2)C1 (configuration not stated)	1%	6%	0%	?	i	-2%	33%[activator]	-5%	?	-10%	3%
CN1CCN(CC(C)(C)NS(=O)(=O)c2ccc(Cl)cc2)CC1	-2%	-5%	9%	i	i	2%	1%	28%	?	6%	11%
Cn1c(N)c(C(=O)COC(=O)Cn2cc(C(F)(F)F)ccc2=O)c(=O)n(C)c1=O	0%	3%	1%	i	i	2%	1%	7%	i	-9%	-6%

High-throughput results as filed in PubChem.
